From PubChem
MBD2 DNA inh: blocks human MBD2 binding to methylated DNA. inhibition, % at 4.4 µM. hit rate 0.31% among 370,000. AID 686964. TR-FRET, MBD2 binding to methylated oligonucleotide. Q9UBB5; in the data active = inhibition above about 13%
Target sequence (Q9UBB5 whole entry, looked up): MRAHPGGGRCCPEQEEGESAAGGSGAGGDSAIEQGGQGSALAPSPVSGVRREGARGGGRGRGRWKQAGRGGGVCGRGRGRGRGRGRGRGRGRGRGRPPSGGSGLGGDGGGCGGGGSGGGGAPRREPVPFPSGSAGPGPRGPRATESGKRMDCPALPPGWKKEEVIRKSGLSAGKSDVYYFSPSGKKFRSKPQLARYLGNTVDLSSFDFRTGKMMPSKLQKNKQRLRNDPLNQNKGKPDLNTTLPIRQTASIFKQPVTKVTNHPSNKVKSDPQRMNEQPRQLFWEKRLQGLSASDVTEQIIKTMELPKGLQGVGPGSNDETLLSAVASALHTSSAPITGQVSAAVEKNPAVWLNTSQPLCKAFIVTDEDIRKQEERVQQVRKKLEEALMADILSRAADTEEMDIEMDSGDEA
PRMT1 FP inh: PRMT1 (human) inhibition, primary screen; Q99873; recombinant PRMT1, activity-based probe fluorescence polarization; inhibition, % at 2.79 µM; hit rate 1.3% among 370,000; AID 652257;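 active = inhibition above about 21% made by adding two undisclosed values, limit read from the data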
UHRF1 binding: human UHRF1 methylated DNA binding inhibitors; Q96T88; UHRF1 binding to methylated oligo, TR-FRET; inhibition, % at 4.4 µM; hit rate 0.75% among 370,000; in the data active = inhibition above about 21%;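 note: UHRF1 SRA domain binding a hemimethylated CpG hairpin DNA probe; 0% = median of test compound wells and 100% = reference inhibitor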
TCR-CD3 inh: human TCR-CD3 binding inhibition; TAMRA-labeled TCR probe fluorescence, biochemical; inhibition, % at 9.4 µM; hit rate 0.37% among 360,000; AID 651800; in the data active = inhibition above about 19%;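 note: recombinant mutant TCR 2C K166C tagged with TAMRA read by polarization; 0% = receptor in buffer alone and 100% = receptor with positive control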
HTRA1 inh: HTRA1 (human) protease inhibition | Q92743 | recombinant HTRA1, FP-rhodamine activity-based probe, fluorescence polarization | inhibition, % at 5.96 µM | hit rate 0.5% among 340,000 | AID 504803; in the data active = inhibition above about 36%;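 note: 0% = enzyme with DMSO and 100% = wells lacking enzyme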
Target sequence (Q92743 whole entry, looked up): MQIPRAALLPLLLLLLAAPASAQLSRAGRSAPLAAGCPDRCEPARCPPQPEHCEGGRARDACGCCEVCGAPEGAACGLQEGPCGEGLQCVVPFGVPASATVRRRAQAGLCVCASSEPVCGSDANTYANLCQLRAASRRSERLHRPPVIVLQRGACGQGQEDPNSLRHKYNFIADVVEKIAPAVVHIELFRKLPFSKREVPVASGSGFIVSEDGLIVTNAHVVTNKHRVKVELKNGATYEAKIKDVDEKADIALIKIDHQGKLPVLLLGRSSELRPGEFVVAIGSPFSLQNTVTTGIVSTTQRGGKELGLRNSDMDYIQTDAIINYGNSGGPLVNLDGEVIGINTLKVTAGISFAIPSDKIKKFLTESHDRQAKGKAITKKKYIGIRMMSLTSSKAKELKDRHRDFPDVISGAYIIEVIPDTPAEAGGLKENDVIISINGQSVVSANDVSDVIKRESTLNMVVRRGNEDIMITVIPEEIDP
SIAE primary: inhibitors of human sialic acid acetylesterase SIAE; Q9HAT2; SIAE FP-Rh probe binding, fluorescence polarization; inhibition, % at 9.66 µM; hit rate 0.69% among 370,000;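 active = inhibition above a cutoff: mean of compounds within the control limits plus 3 SD of those, cut at about 17% in these data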;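 note: 0% = plate median of compound wells and 100% = probe without SIAE protein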
rCAG binder: r(CAG) repeat RNA binding; TO-PRO-1 dye displacement fluorescence; inhibition, % at 3 µM; hit rate 1.3% among 370,000; AID 651821;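 active = inhibition above the plate cutoff, the mean of all test compounds on that plate plus 3 SD, cut at about 35% in these data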;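 note: 0% = DMSO alone and 100% = 100 µM mitoxantrone as full dye displacement; higher means more dye released from RNA so lower well fluorescence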
mABHD4 FP: inhibitors of mouse ABHD4; Q8VD66; purified mABHD4, FP-Rh probe fluorescence polarization; inhibition, % at 8.92 µM; hit rate 0.54% among 370,000;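 active = inhibition exceeding the mean over every tested compound plus 3 SD, cut at about 30% in these data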;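 note: 0% = plate median of compound wells and 100% = S159A mutant with DMSO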
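Test system: mouse ABHD4 enzyme, wild type. Reagent: FP-Rh fluorescent activity-based probe, added after compound pre-incubation. Timing: pre-incubation 45 min, probe exposure 60 min, at 25 °C. Technique: FP readout, ex 525 nm / em 598 nm. Benchmarks: high control S159A mutant with DMSO, low control median of compound wells.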
GC-B act: GC-B (human) receptor activation; P20594; HEK293-GC-B cells, CNP EC30, cGMP TR-FRET; 0% at EC30 CNP, 100% saturating CNP; activation, % at 10 µM; hit rate 0.11% among 370,000;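 active = activation at 10 µM reaching about 35% in either raw or pattern-adjusted values, limit read from the data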
NPR1 activator: GC-A (human) enzyme activation | P16066 | HEK293 GC-A cells, cGMP TR-FRET, EC30 ANP; 0% at EC30 ANP, 100% saturating ANP | activation, % at 10 µM | hit rate 0.14% among 370,000; in the data active = activation above about 40%
An asterisk follows results filed as active; x = not tested or not shown.

SMILES	MBD2 DNA inh	PRMT1 FP inh	UHRF1 binding	TCR-CD3 inh	HTRA1 inh	SIAE primary	rCAG binder	mABHD4 FP	GC-B act	NPR1 activator
CCOCCn1c(=O)c2c(nc3n2CCN3c2ccc(C)cc2)n(C)c1=O	-4	7	-1	-10	5	-4	-1	5	12	7
CC(C)NC(=O)NC(=O)COc1ccc(Br)cc1Br	2	1	3	-5	-4	3	0	-1	-3	0
CC12CCC(C(=O)N(c3ccccc3Cl)C1=O)C2(C)C (stereo not given)	-3	-3	-2	11	3	-8	-3	-2	1	-3
Clc1ccc(N2CCN(/N=C/c3cccnc3)CC2)cc1	3	-1	3	-1	1	3	-1	-2	0	7
CCOC(=O)C1=NN(c2ccc(C)cc2)CC1C(=O)OC (stereo not given)	5	3	2	4	3	-2	-5	0	4	6
Cc1ccc(SCCCn2cnc3ccccc3c2=O)cc1	7	-3	0	9	-9	0	-5	-5	-7	1
CCc1cccc(C)c1NC(=S)NCC(c1cccnc1)N1CCOCC1 (stereo not given)	0	1	1	-2	4	-6	-1	5	2	1
Cc1ccc(-c2nnc(SCC(=O)N/N=C/c3ccccc3C(=O)O)n2C2CCCCC2)cc1	2	-1	-1	0	-6	0	22	2	-1	1
Cc1ccc(S(=O)(=O)n2nc(-c3ccco3)nc2N)cc1	-1	-1	-2	3	5	-2	-1	1	0	-2
COc1ccc(CC(=O)N2CCN(c3ccc(F)cc3)CC2)cc1	1	6	2	-9	3	3	-2	-7	-6	1
Cc1ccccc1-n1nc2c(c1NC(=O)/C=C\c1ccc3c(c1)OCO3)CSC2	-1	1	0	4	-28	-7	16	-14	0	2
COc1ccc(NC(=O)C(NC(=O)Cc2cccs2)c2ccccc2)cc1 (stereo not given)	-2	0	-3	2	-5	11	1	-2	-7	-3
O=C1NC(=S)/C(=C\c2ccc(-c3ccccc3Cl)o2)S1	0	67*	0	1	24	4	80*	26	-3	6
NS(=O)(=O)c1ccc(Nc2nc(-c3cccnc3)cs2)cc1	-6	1	-3	1	-3	16	3	1	-24	-46
O=C1C2C3C=CC(C3)C2C(=O)N1c1ccc(S(=O)(=O)Nc2nccs2)cc1 (stereo not given)	4	-3	-1	1	4	-1	1	-1	-3	1
N#CCC(=O)Nc1ccc(C(=O)OCC(=O)NC(=O)Nc2ccc3c(c2)OCCO3)cc1	-3	-5	-1	-6	2	-23	20	-67	-4	2
CCc1c(C)sc(NC(=O)c2cc(-c3ccco3)on2)c1C#N	-4	5	-1	0	-9	-6	40*	10	-1	4
O=C(NCCCc1ccccc1)c1ccccc1O	-4	0	1	4	-8	-5	1	-5	2	1
COC(=O)c1cc(S(=O)(=O)NCC2CCN(Cc3ccc(F)cc3)CC2)c[nH]1	3	-2	-1	7	3	-3	-2	4	1	0
O=[N+]([O-])c1cccc(S(=O)(=O)Nc2ccc(S(=O)(=O)NCC3CCCO3)cc2)c1 (stereo not given)	7	4	5	-4	11	-2	11	-4	-1	-2
COc1ccc(C(=O)C2CCN(C(=O)Nc3ccccc3C)CC2)cc1	2	-2	1	-2	-3	-2	-3	-8	-1	-1
COc1ccc(S[C@]2(C(=O)N3CCOCC3)CC(=O)N(P(=O)(OC)OC)[C@@H]2c2ccc(OC)cc2)cc1	3	13	0	x	x	-1	2	3	4	2
O=C(Nc1ccccc1)Nc1cccc(Cl)c1Cl	1	-2	1	2	-33	-16	10	-35	1	7
CCCCCCc1c(C)nc(-n2[nH]c(C)c(CCO)c2=O)[nH]c1=O	2	1	1	-4	1	-1	10	5	2	0
Cc1cccc(-n2c(N)c(C(=O)NCCN3CCOCC3)c3nc4ccccc4nc32)c1	-7	1	3	-11	x	5	4	-2	0	14

Filtered by structure: the entries above containing two or more sulfur atoms
SMILES	MBD2 DNA inh	PRMT1 FP inh	UHRF1 binding	TCR-CD3 inh	HTRA1 inh	SIAE primary	rCAG binder	mABHD4 FP	GC-B act	NPR1 activator
O=C1NC(=S)/C(=C\c2ccc(-c3ccccc3Cl)o2)S1	0	67*	0	1	24	4	80*	26	-3	6
NS(=O)(=O)c1ccc(Nc2nc(-c3cccnc3)cs2)cc1	-6	1	-3	1	-3	16	3	1	-24	-46
O=C1C2C3C=CC(C3)C2C(=O)N1c1ccc(S(=O)(=O)Nc2nccs2)cc1 (stereo not given)	4	-3	-1	1	4	-1	1	-1	-3	1
O=[N+]([O-])c1cccc(S(=O)(=O)Nc2ccc(S(=O)(=O)NCC3CCCO3)cc2)c1 (stereo not given)	7	4	5	-4	11	-2	11	-4	-1	-2

The results go on.
SMILES	MBD2 DNA inh	PRMT1 FP inh	UHRF1 binding	TCR-CD3 inh	HTRA1 inh	SIAE primary	rCAG binder	mABHD4 FP	GC-B act	NPR1 activator
Cc1cc(C(=O)COC(=O)c2ccc([N+](=O)[O-])o2)c(C)n1CC1CCCO1 (stereo not given)	-9	-4	-4	-2	15	1	-1	-1	-4	1
O=C(CC1C(=O)NCCN1Cc1ccc(F)c(F)c1)NCCCn1ccnc1 (stereo not given)	3	-3	-3	13	5	4	-5	2	2	-6
CCCCCCCC(=O)OC(CN1CCCCC1)CN1CCCC1=O (stereo not given)	-5	-2	5	-2	-2	1	-5	4	-2	-2
CCN(CC)CCN(C(=O)c1ccc2c(c1)OCCO2)c1nc2ccc(C)cc2s1	4	2	0	-4	-26	0	-7	4	-10	3
COc1ccc(NC(=O)c2cccnc2)cc1	1	-2	3	-1	1	4	2	-2	2	0
CCOc1ncccc1C(=O)OCC(=O)c1ccc(C)c(C)c1	-6	-4	0	5	4	4	-3	3	2	-3
COC(=O)COc1ccc(S(=O)(=O)Nc2cc(OC)ccc2OC)cc1	6	3	6	-5	x	-2	0	0	-4	-3
CNC(=O)c1ncnnc1N(C)C(=O)NCc1ccccc1	-6	-2	0	6	-1	1	-1	4	4	4
CC1=C(OC(=O)c2ccccc2)C(C)(C)C(c2ccccc2)OC1=O (stereo not given)	3	-4	3	-6	-3	10	-4	0	4	-1
CCC(c1nnc(SCC(=O)Nc2ccc(Cl)cc2C(F)(F)F)n1C1CCCCC1)N(C)C (stereo not given)	0	1	-1	0	-5	-4	-3	-3	-2	-8
CCNC(=O)CCn1nc(-c2ccc(Cl)cc2)c2ccccc2c1=O	-5	1	-1	2	-3	2	-9	-6	-4	-1
CC1CCCC(NC(=O)c2cccc(S(=O)(=O)N3CCCCC3)c2)C1C (stereo not given)	-1	1	0	4	-5	-6	-3	-5	8	6
Cc1[nH]nc(N2CCCCC2)c1[N+](=O)[O-]	0	-5	-2	-3	8	-4	1	0	3	2
CCC(C)NC(=O)c1cc(S(=O)(=O)N2CCCCC2)c[nH]1 (stereo not given)	9	4	1	-6	-4	-3	0	-6	4	3
CCN(CCCNC(=O)c1[nH]c(C)c(C(C)=O)c1C)c1ccccc1	1	5	2	0	7	3	-4	6	3	-1
COC(=O)[C@H]1[C@H]2C[C@@H]3c4[nH]c5cc(OC)ccc5c4CCN3C[C@H]2C[C@@H](OC(=O)/C=C/c2cc(OC)c(OC)c(OC)c2)[C@@H]1OC	-7	1	0	0	10	5	12	19	9	1
CC1Cc2ccccc2N1CC(=O)NC(=O)NC1CCCC1 (stereo not given)	6	0	1	2	6	-1	-8	2	-1	-4
CC(OC(=O)c1cccc(N2C(=O)c3ccccc3C2=O)c1)C(=O)Nc1ccc(N(C)C)cc1 (stereo not given)	-1	1	-1	-10	-5	4	2	14	-2	-2
Nn1c(SCc2nc3ccccc3[nH]2)nnc1-c1ccccc1	-1	4	3	-8	1	-2	1	-7	1	-6
CC1=CC(C)(C)N(S(=O)(=O)c2ccc(C)cc2)c2ccccc21	-2	1	1	0	-34	-4	-5	-5	-2	-5
COc1ccc(NC(=O)C2(N(C(=O)Cn3nnnc3N)c3ccc(OC)cc3)CCCCC2)cc1	4	2	4	-2	-2	-2	1	4	-2	1
COCCNC(=O)CSc1nnc(-c2ccccc2F)n1Cc1ccccc1	-2	-2	2	-4	16	-6	-4	3	2	3
O=C(O)c1ccc(CNCc2cccc(Oc3ccccc3)c2)cc1	2	-5	0	-6	-2	-7	3	-1	-1	3
Cc1cc(=O)oc2c(C)c(OCC(=O)N3CCN(C(=O)C4COc5ccccc5O4)CC3)ccc12 (stereo not given)	-9	-1	-2	9	-4	-2	-1	9	7	-2
O=C1CCCCC1Nc1ccc2ccccc2c1 (stereo not given)	1	2	0	0	3	2	6	2	2	5

Three compounds from above, reduced to MBD2 DNA inh and SIAE primary.
molecule	MBD2 DNA inh	SIAE primary
Cc1cc(C(=O)COC(=O)c2ccc([N+](=O)[O-])o2)c(C)n1CC1CCCO1 (stereo not given)	-9	1
O=C(CC1C(=O)NCCN1Cc1ccc(F)c(F)c1)NCCCn1ccnc1 (stereo not given)	3	4
CCCCCCCC(=O)OC(CN1CCCCC1)CN1CCCC1=O (stereo not given)	-5	1

Looked up above.
Result for Nn1c(SCc2nc3ccccc3[nH]2)nnc1-c1ccccc1 in SIAE primary: -2
Result for COc1ccc(NC(=O)C2(N(C(=O)Cn3nnnc3N)c3ccc(OC)cc3)CCCCC2)cc1 in UHRF1 binding: 4
Result for CC1Cc2ccccc2N1CC(=O)NC(=O)NC1CCCC1 (stereo not given) in GC-B act: -1
Result for COCCNC(=O)CSc1nnc(-c2ccccc2F)n1Cc1ccccc1 in GC-B act: 2
Result for CCCCCCCC(=O)OC(CN1CCCCC1)CN1CCCC1=O (stereo not given) in SIAE primary: 1

New compounds follow.
SMILES	MBD2 DNA inh	PRMT1 FP inh	UHRF1 binding	TCR-CD3 inh	HTRA1 inh	SIAE primary	rCAG binder	mABHD4 FP	GC-B act	NPR1 activator
CN(C)c1ccc(C=Cc2ccnc3c(O)cccc23)cc1	1	-2	-4	-7	63*	23*	2	-3	3	4
N#Cc1ccc(OCC(=O)N2CCc3ccccc32)cc1	2	2	4	-1	1	3	-1	-3	1	-2
CCc1c(C)nc(SCC(=O)CC(=O)OC(C)C)c(C#N)c1C	-3	-2	1	7	-11	2	-3	10	2	0
COc1ccc2[nH]c(=O)c(CN(Cc3cccnc3)C(=S)NCC3CCCO3)cc2c1 (stereo not given)	-5	1	2	-3	0	-1	-6	2	-3	1
Cc1nc2ccc(C(=O)NC(C)(C)C)cn2c1N(C)C(=O)CCc1ccccc1	0	5	0	-2	x	4	0	6	1	0
CCC(=O)c1ccc(N2CCN(C(=O)c3cccs3)CC2)c(F)c1	3	-3	2	-6	-4	-2	-7	5	-1	-1
O=C(O)c1ccc(NCc2cccnc2)c([N+](=O)[O-])c1	0	4	-3	4	1	-1	0	4	2	-1
COCCCOc1ccnc(CS(=O)c2nc3ccccc3[nH]2)c1C (stereo not given)	0	11	1	3	7	8	4	2	-6	-4

This is a subset, so the mix of outcomes need not match the whole.
